# LANA DNA inh – inhibitors of KSHV LANA C-terminal domain DNA binding | MBP-C-LANA/FAM-LBS DNA binding, fluorescence polarization | AID 504423 | actives 0.078% (n = 340,000) | inhibition, % at 9 µM;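 active = highest replicate inhibition at or above 60% at 9 µM, even if other replicates fall short; inactive = all replicates below 60% inhibition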;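 note: 0% = neutral control wells and 100% = 4 µM acridine orange control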
# CAL PDZ FP-1 – human CAL PDZ-peptide interaction inhibition. purified CAL PDZ, TMR-peptide fluorescence polarization, 1 h. actives 0.02% (n = 330,000). AID 504414. inhibition, % at 20 µM. Q9HD26;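 active = highest replicate inhibition of at least 40%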;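 note: plate controls were DMSO neutral control wells for no effect and unlabeled competitor peptide control wells for full effect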
#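 Test system: purified CerCALP PDZ construct; Compound dosing: one concentration, 20 µM compound; Also added: TMR-labelled reporter peptide T*-PRC34 bound in PDZ groove; Read-out: inhibition from polarization loss; Controls: unlabelled peptide and DMSO controls; Signal: FP readout, S and P plane fluorescence; Incubation: 1 h at RT.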
# Cardiac RTF inh – cardiac RTF calcium desensitization | P19429+P45379 | IANBD-labeled cardiac RTF, Ca2+ fluorescence | inhibition, % at 7.15 µM | actives 0.12% (n = 340,000);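 active = inhibition above the mean inhibition of all tested compounds plus 3 SD, cut at about 17% in these data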;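 note: assay run at fixed EC70 calcium of 1.6 mM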
# RTF Ca sens act – cardiac RTF calcium sensitization | P19429+P45379 | IANBD-labeled TnC RTF fluorescence at EC20 calcium; 0% EC20 calcium, 100% full calcium | activation, % at 7.2 µM | actives 0.24% (n = 340,000);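 active = activation above the mean over all tested compounds plus 3 SD, cut at about 30% in these data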;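 note: rise in fluorescence read as greater calcium sensitivity of cardiac thin filaments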
# PKA-R2B act – activators of human PKA-R2B complex. activation, % at 11.4 µM. AID 504700. PKA-R2B holoenzyme dissociation, Cy5-IP20 fluorescence polarization; R2B truncated from residue 108, S112A mutant; 0% DMSO only, 100% 113 µM cGMP. actives 0.079% (n = 340,000). P22694+P31323;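 active = activation above a cutoff set at the mean over all compounds plus 3 SD, cut at about 18% in these data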;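 note: higher means more holoenzyme dissociation and a rise in polarization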
# Keap1 Nrf2 FP – inhibitors of human Keap1-Nrf2 protein-protein interaction; actives 0.15% (n = 340,000); inhibition, % at 9.4 µM; Keap1 Kelch-Nrf2 peptide fluorescence polarization, 1536-well; Q14145; AID 504523; in the data active = inhibition above about 12%;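 note: human Keap1 Kelch domain with fluorescein labeled Nrf2 9mer peptide probe; 0% = neutral control wells and 100% = peptide positive control; higher means more block of Keap1 binding to Nrf2 peptide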
# CAL PDZ FP-2 – inhibitors of human CAL PDZ peptide binding; Q9HD26; purified CAL PDZ, TMR-peptide fluorescence polarization, 1 h; inhibition, % at 24.9 µM; actives 0.92% (n = 300,000); AID 602252;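 active = mean inhibition of at least 30% with at least half of replicates also reaching 30%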;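 note: 0% = DMSO neutral control and 100% = excess unlabeled competitor peptide PRC23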
# Rtt109 Vps75 – inhibitors of Candida albicans Rtt109/Vps75 histone acetyltransferase | Q5AAJ8 | purified Rtt109/Vps75, ThioGlo CoA-SH fluorescence, 4 h | inhibition, % at 34.9 µM | actives 0.16% (n = 330,000);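 active = inhibition of at least 50% in every replicate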
# Target sequence (Q5AAJ8 whole entry, looked up): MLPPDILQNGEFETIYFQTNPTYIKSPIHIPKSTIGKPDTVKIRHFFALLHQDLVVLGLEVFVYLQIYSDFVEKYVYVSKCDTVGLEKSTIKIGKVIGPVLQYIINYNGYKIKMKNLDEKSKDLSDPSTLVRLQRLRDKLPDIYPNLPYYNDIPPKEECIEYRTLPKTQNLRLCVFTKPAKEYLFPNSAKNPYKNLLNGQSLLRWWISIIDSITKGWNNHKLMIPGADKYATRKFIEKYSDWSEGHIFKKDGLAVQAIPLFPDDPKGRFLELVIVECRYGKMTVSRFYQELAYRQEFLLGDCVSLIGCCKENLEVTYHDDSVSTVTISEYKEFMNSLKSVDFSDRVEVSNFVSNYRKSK
# SR-BI uptake up – enhances SR-BI lipid uptake from DiI-HDL | actives 0.096% (n = 320,000) | activation, % at 12.5 µM | CHO ldlA[mSR-BI] cells, DiI-HDL uptake fluorescence, 3 h; 100 = double the neutral-control signal;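 active = mean replicate activation of at least 60% and every replicate at or above 60%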;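 note: 0% = median plate neutral-control signal and 100% = twice that signal; values of inactives mirror those of a sister screen read the other way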
#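 Test system: SR-BI-overexpressing, LDLR-lacking CHO cells; Medium: Ham's F12 with 0.5% BSA, HEPES 25 mM, pH 7.4; Schedule: 3 h, 37 °C; Technique: bottom-read fluorescence, 550/595 nm.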
# DAGLB inh – diacylglycerol lipase beta (human) inhibition. Q8NCG7. HEK293T DAGLB membrane lysate, EnzChek fluorogenic substrate. inhibition, % at 5.17 µM. actives 0.059% (n = 340,000). AID 504411; in the data active = inhibition above about 34%;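 note: 0% = enzyme with vehicle and 100% = wells lacking enzyme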
# Target sequence (Q8NCG7 whole entry, looked up): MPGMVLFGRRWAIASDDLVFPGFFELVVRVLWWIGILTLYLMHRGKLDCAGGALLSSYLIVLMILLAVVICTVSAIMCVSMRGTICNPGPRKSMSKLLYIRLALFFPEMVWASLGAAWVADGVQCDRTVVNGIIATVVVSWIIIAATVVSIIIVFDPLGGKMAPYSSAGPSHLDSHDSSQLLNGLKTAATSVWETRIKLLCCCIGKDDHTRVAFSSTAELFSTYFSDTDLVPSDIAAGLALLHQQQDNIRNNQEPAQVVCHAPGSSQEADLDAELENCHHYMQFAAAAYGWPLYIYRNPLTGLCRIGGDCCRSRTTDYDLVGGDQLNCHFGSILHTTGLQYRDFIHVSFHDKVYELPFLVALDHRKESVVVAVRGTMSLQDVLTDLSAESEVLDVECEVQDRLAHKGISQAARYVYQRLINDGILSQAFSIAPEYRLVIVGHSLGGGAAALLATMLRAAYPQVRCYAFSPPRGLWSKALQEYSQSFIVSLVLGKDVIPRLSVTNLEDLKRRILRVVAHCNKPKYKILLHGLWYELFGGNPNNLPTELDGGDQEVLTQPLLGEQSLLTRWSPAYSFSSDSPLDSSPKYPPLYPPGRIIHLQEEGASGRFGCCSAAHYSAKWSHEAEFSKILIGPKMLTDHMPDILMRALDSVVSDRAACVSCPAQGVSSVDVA
# Active calls of the source: *; nt = not tested or not shown.
SMILES,LANA DNA inh,CAL PDZ FP-1,Cardiac RTF inh,RTF Ca sens act,PKA-R2B act,Keap1 Nrf2 FP,CAL PDZ FP-2,Rtt109 Vps75,SR-BI uptake up,DAGLB inh
Cc1cc2n(n1)C(c1c[nH]c3ccccc13)Nc1ccccc1-2 (centres undefined),1.4,-0.1,-4,-2,-6,4,-3,29,-57,-1
COc1ccc(N2CCN(C(=O)c3ccc(C)c(Cl)c3)CC2)cc1,-0.4,-0.7,-1,2,5,0,-2,30,4,-4
CC(C)N(CC(N)=O)C(=O)Cc1coc2cc3c(cc12)CCC3,0.8,-1.6,-1,3,9,-3,-4,-6,-9,1
c1ccc(-c2cc(-c3ccccc3)on2)cc1,-0.4,-1.9,1,-1,-4,-4,-2,-5,-19,-9
COc1ccccc1-c1cnn2c(NCc3ccccc3)cc(C)nc12,-2.1,0.0,-2,0,4,-1,1,3,1,-5
CCN(Cc1ccncc1)C(=O)c1cccs1,1.6,-6.4,-3,-7,-1,-7,-6,2,-15,1
COc1cc(C(=O)NCc2nnc(SCC(=O)N3CCCCCC3)o2)cc(OC)c1OC,-1.4,0.8,-4,-5,3,-1,-2,3,12,-5
CC1CN(S(=O)(=O)c2cccc(C(=O)Nc3ccc4c(c3)CCC4)c2)CC(C)O1 (centres undefined),-1.3,-0.1,-10,0,0,3,1,6,-40,-3
O=C(CN1CCCC1)Nc1ccccc1Sc1ccc(Cl)cc1,-0.5,0.0,-6,4,-6,1,5,14,13,-10
CCOC(=O)C1CCN(Cc2ccc(F)c(F)c2)CC1,-0.2,-1.3,-8,2,2,4,-4,0,6,5
CCOc1ccc2nc(NC(=O)CSc3ccc(Cl)cc3)sc2c1,0.6,0.2,9,-9,0,3,-3,5,-12,-6
Cc1nc2ccccc2n1CC(O)COCC1CC=CCC1 (centres undefined),-1.2,1.4,-4,-5,1,7,4,-2,10,0
Cc1ccc(C(=O)N/C(=C/c2cn(-c3ccccc3)nc2-c2ccccc2)C(=O)O)cc1,1.4,-3.6,-11,2,-2,-7,-2,33,nt,9
COc1cccc(NC(=O)CN(C)C(=O)c2ccc(-c3cccc(C(F)(F)F)c3)o2)c1,0.5,-0.7,-7,-13,-23,0,nt,-3,24,-5
CCc1nc(SCC(=O)Nc2cc(C)ccc2OC)c2c(C)c(C)sc2n1,1.3,-3.0,2,-2,-7,0,-2,0,-9,-4
Brc1ccc2c(c1)C(C1=NCCN1)c1ccccc1CS2 (centres undefined),0.6,-0.2,6,2,-6,3,-6,-1,39,0
CCS(=O)(=O)c1nc2ccccc2n1CC(=O)N1CCCCC1,-0.8,-0.7,-2,-3,-1,-1,2,13,32,-1
CC(C)(C)OC(=O)N1CCC[C@H]1c1nnc(SC/C=C/c2ccccc2)o1,12,nt,-4,-2,-1,2,3,9,-19,-4
CCOC(=O)C1(CCOc2ccccc2)CCN(Cc2nccn2CC)CC1,0.4,-0.5,9,-3,-7,4,33*,4,-5,-1
CCOc1ccc(S(=O)(=O)N(C)c2ccc(OCC(=O)N3c4ccc(C)cc4C4CN(C)CCC43)cc2)cc1 (centres undefined),-0.9,-3.5,0,2,-14,-9,-1,5,-42,2
Cc1ncn2cc(-c3ccc(Cl)cc3Cl)[nH]c(=O)c12,1.3,-0.2,-4,3,-4,-2,nt,-1,40,3
Cc1ccc(S(=O)(=O)N2C(=O)CCC2C(=O)O/N=C(\N)c2cccc([N+](=O)[O-])c2)cc1 (centres undefined),0.8,-0.4,-1,1,-3,-5,4,9,nt,-1
O=S1(=O)CCOC[C@H](CC2CCCCC2)N1Cc1cccc(C(F)(F)F)c1,1.6,-0.4,-3,-17,-11,-3,1,-1,10,-8
Cc1cc(NC(=O)NC(=O)c2ccccc2F)no1,-0.1,-0.2,2,0,2,1,-3,7,11,0
CCCS(=O)(=O)c1c(S(=O)(=O)CCC)c2c(N)cccn2c1C(=O)c1ccccc1,2.0,0.4,-3,2,-2,-1,nt,9,-14,4
CC1=NNC(=O)C1CCC(=O)N/N=C(/C)c1ccc([N+](=O)[O-])cc1 (centres undefined),-2.6,-3.0,-12,-3,-4,2,-3,nt,22,-3
Cc1onc(-c2c(F)cccc2Cl)c1C(=O)ONC(=O)c1ccccc1,1.9,-1.6,-12,-2,-4,4,3,5,14,3
CC[C@]12c3[nH]c4ccc(Cl)cc4c3CCN1C(=O)[C@@H](CC(=O)NCc1ccc(OC)c(OC)c1)C[C@@H]2C(=O)N1CCN(C(=O)c2ccco2)CC1,-1.0,-0.7,-2,-6,-3,-3,7,-6,-78,1
CC(C)(CNC(=O)Cc1ccc(Cl)cc1Cl)N1CCOCC1,0.3,-2.0,7,-5,-2,0,-6,3,17,-1
CCC(C)N(C(=O)c1csnn1)C(C(=O)NC(C)(C)C)c1ccccc1 (centres undefined),0.5,0.1,6,-3,-3,-8,-4,-2,11,-3

# An excerpt of these results, as tab-separated lines:
SMILES	LANA DNA inh	CAL PDZ FP-1	Cardiac RTF inh	RTF Ca sens act	PKA-R2B act	Keap1 Nrf2 FP	CAL PDZ FP-2	Rtt109 Vps75	SR-BI uptake up	DAGLB inh
O=S1(=O)CCOC[C@H](CC2CCCCC2)N1Cc1cccc(C(F)(F)F)c1	1.6	-0.4	-3	-17	-11	-3	1	-1	10	-8
Cc1cc(NC(=O)NC(=O)c2ccccc2F)no1	-0.1	-0.2	2	0	2	1	-3	7	11	0

# (more compounds)
SMILES,LANA DNA inh,CAL PDZ FP-1,Cardiac RTF inh,RTF Ca sens act,PKA-R2B act,Keap1 Nrf2 FP,CAL PDZ FP-2,Rtt109 Vps75,SR-BI uptake up,DAGLB inh
COC(=O)c1ccnc(/C=N/O)c1,-0.5,-2.2,-2,2,0,-4,-1,2,-3,-1
O=C(/C=C/c1ccco1)Nc1nc(-c2ccccc2)cs1,2.9,-1.1,-3,-3,-4,-7,0,2,-6,0
C/C(=N\NC(N)=S)C12CC3CC(CC(C3)C1)C2,-0.4,-2.1,3,6,-4,-1,0,8,-58,2
Cc1ccccc1C(=O)N1CCC(C(=O)N(CC(C)C)c2c(N)n(Cc3ccccc3)c(=O)[nH]c2=O)CC1,7.2,-0.3,3,-8,5,-1,1,3,7,2
COc1ccc(COC(=O)C2=C(C)NC(=O)NC2c2ccc(OC)c(OC)c2)cc1 (centres undefined),-0.8,-0.3,1,-5,5,-3,-7,7,11,1
COc1ccccc1N1CCN(C(=O)Cn2nnc(-c3ccncc3)n2)CC1,-2.3,-1.0,-3,0,2,4,-2,-14,-7,3
COCCCn1c(-c2cccc(Cl)c2)nc2c1c(=O)[nH]c(=O)n2Cc1ccccc1,-1.2,-0.7,-22,-3,-7,-3,-3,11,4,-1
Cc1oc(-c2cccc(Cl)c2)nc1CN1CCC(C(=O)NCCCN2CC(C)CC(C)C2)CC1 (centres undefined),0.0,-2.3,-3,9,5,-8,-2,2,-20,0
CNC(=O)NC(=S)NC(=O)c1cccc(Cl)c1,0.0,-1.9,-2,1,-4,-4,3,nt,30,3
Cc1ccc2ncccc2c1N,7.0,2.5,-1,-5,-10,-1,-3,13,8,-1
Cc1ccc(NS(=O)(=O)c2ccc(OCC(=O)NCc3ccco3)cc2)cc1,0.6,-1.4,-9,-7,1,-5,-2,13,5,-4
COC(=O)c1ccc(C(=O)N(Cc2ccccc2)c2ccccc2)cc1,-0.1,-1.6,-1,0,-9,-6,3,4,-61,-7
COCCN(CC(=O)NC1CCCCC1)C(=O)/C=C/C(=O)c1ccc(OC)cc1O,-2.3,-2.7,-2,1,-11,-17,0,-5,-46,-2
Cc1nnc(NC(=O)CCC(=O)NCc2ccco2)s1,-0.6,-1.2,-5,2,2,-2,-2,5,19,5
CN(C(=O)COc1ncnc2sccc12)C1CCCCC1,-2.1,0.5,0,1,9,-2,1,1,22,5

# 11 of these compounds in another layout:
mol | LANA DNA inh | CAL PDZ FP-1 | Cardiac RTF inh | RTF Ca sens act | PKA-R2B act | Keap1 Nrf2 FP | CAL PDZ FP-2 | Rtt109 Vps75 | SR-BI uptake up | DAGLB inh
COc1ccc(COC(=O)C2=C(C)NC(=O)NC2c2ccc(OC)c(OC)c2)cc1 (centres undefined) | -0.8 | -0.3 | 1 | -5 | 5 | -3 | -7 | 7 | 11 | 1
COc1ccccc1N1CCN(C(=O)Cn2nnc(-c3ccncc3)n2)CC1 | -2.3 | -1.0 | -3 | 0 | 2 | 4 | -2 | -14 | -7 | 3
COCCCn1c(-c2cccc(Cl)c2)nc2c1c(=O)[nH]c(=O)n2Cc1ccccc1 | -1.2 | -0.7 | -22 | -3 | -7 | -3 | -3 | 11 | 4 | -1
Cc1oc(-c2cccc(Cl)c2)nc1CN1CCC(C(=O)NCCCN2CC(C)CC(C)C2)CC1 (centres undefined) | 0.0 | -2.3 | -3 | 9 | 5 | -8 | -2 | 2 | -20 | 0
CNC(=O)NC(=S)NC(=O)c1cccc(Cl)c1 | 0.0 | -1.9 | -2 | 1 | -4 | -4 | 3 | nt | 30 | 3
Cc1ccc2ncccc2c1N | 7.0 | 2.5 | -1 | -5 | -10 | -1 | -3 | 13 | 8 | -1
Cc1ccc(NS(=O)(=O)c2ccc(OCC(=O)NCc3ccco3)cc2)cc1 | 0.6 | -1.4 | -9 | -7 | 1 | -5 | -2 | 13 | 5 | -4
COC(=O)c1ccc(C(=O)N(Cc2ccccc2)c2ccccc2)cc1 | -0.1 | -1.6 | -1 | 0 | -9 | -6 | 3 | 4 | -61 | -7
COCCN(CC(=O)NC1CCCCC1)C(=O)/C=C/C(=O)c1ccc(OC)cc1O | -2.3 | -2.7 | -2 | 1 | -11 | -17 | 0 | -5 | -46 | -2
Cc1nnc(NC(=O)CCC(=O)NCc2ccco2)s1 | -0.6 | -1.2 | -5 | 2 | 2 | -2 | -2 | 5 | 19 | 5
CN(C(=O)COc1ncnc2sccc12)C1CCCCC1 | -2.1 | 0.5 | 0 | 1 | 9 | -2 | 1 | 1 | 22 | 5

# Source: PubChem BioAssay
